High-throughput results: PubChem, several laboratories
FBA Mtb inh: inhibits M. tuberculosis FBA enzyme; AID 588726; inhibition, % at 1 µM; hit rate 2.3% among 360,000; purified M. tuberculosis FBA, fluorescence read-out; P9WQA3; in the data active = inhibition above about 27%;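 also: 0% = vehicle and 100% = reference inhibitor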
Target sequence (P9WQA3 whole entry, looked up): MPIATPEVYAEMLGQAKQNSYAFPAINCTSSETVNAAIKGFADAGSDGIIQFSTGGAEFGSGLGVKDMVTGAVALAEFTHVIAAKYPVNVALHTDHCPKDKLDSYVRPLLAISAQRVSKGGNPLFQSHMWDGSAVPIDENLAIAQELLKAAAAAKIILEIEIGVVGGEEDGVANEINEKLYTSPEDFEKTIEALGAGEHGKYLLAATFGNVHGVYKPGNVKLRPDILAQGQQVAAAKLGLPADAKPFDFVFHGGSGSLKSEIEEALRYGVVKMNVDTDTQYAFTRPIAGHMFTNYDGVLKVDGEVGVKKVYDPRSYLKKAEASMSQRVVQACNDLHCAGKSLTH
GDH-TPI counter: counter-screen for M. tuberculosis FBA inhibitors: GDH-TPI coupled enzymes; GDH-TPI coupled enzyme counterscreen, NADH absorbance; inhibition, % at 4.8 µM; hit rate 1.2% among 360,000; AID 588335; in the data active = inhibition above about 30%;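 also: 0% = DMSO wells and 100% = wells lacking the enzyme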
VHR inh abs: DUSP3 (human) phosphatase inhibition. P51452. recombinant VHR phosphatase, pNPP absorbance. inhibition, % at 13.3 µM. hit rate 0.52% among 290,000. AID 1654; in the data active = inhibition above about 50%; also: some compounds called inactive have numbers as strong as hits
Target sequence (P51452 whole entry, looked up): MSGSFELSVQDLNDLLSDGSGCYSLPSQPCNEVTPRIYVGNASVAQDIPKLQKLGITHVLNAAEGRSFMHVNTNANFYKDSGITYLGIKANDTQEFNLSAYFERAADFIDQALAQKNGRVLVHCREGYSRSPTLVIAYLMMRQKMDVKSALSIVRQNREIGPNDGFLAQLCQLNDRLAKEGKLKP
SSB-PriA inh: inhibitors of Klebsiella pneumoniae PriA binding to SSB C-terminal tail; AlphaScreen SSBct-PriA binding, biotinylated peptide; inhibition, % at 33 µM; hit rate 0.6% among 430,000; AID 1272365; in the data active = inhibition mostly above about 37%, no sharp cut-off; inactive = mostly below about 20%;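 also: plate controls were negative control peptide for no effect and reference peptide for full effect; strong numbers were not always called active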
Rv3671c inh: Rv3671c (M. tuberculosis) protease inhibition. hit rate 0.048% among 320,000. P9WHR9. inhibition, % at 5.96 µM; in the data active = inhibition above about 38%;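 also: extracellular domain of Rv3671c used as enzyme; 0% = enzyme with DMSO and 100% = no enzyme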
UGM FP inh: Mtb UDP-galactopyranose mutase inhibition; P9WIQ1; purified UGM, fluorescence polarization probe displacement; inhibition, % at 10 µM; hit rate 0.06% among 320,000; AID 504406; in the data active = inhibition above about 10%, passing the limit was not always enough
Target sequence (P9WIQ1 whole entry, looked up): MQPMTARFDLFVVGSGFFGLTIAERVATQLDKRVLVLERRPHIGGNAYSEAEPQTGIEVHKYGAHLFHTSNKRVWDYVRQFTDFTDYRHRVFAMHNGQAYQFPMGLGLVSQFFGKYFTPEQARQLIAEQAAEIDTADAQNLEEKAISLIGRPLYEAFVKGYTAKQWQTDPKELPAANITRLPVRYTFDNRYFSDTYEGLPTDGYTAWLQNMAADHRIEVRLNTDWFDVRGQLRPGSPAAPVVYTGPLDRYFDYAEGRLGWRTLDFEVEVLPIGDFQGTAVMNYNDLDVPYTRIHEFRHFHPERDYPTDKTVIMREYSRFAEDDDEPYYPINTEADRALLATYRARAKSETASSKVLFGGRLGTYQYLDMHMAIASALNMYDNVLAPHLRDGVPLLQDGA
SARS 3CLpro inh: SARS-CoV 3CLpro protease inhibition; P0C6X7; recombinant SARS-CoV 3CLpro, quenched FRET peptide cleavage; inhibition, % at 6 µM; hit rate 0.14% among 290,000; AID 1706; in the data active = inhibition above about 12%
MazEF act: activators of E. coli MazEF toxin-antitoxin RNase; FAM/BHQ RNA-DNA oligo cleavage fluorescence, 5 h; activation, % at 20 µM; hit rate 0.32% among 350,000; AID 504720; in the data active = activation above about 50%
Target sequence (P0AE70 whole entry, looked up): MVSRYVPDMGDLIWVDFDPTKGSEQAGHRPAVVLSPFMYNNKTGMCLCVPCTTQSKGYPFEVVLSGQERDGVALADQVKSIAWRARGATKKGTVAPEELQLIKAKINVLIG
BH1578 lux ind: quorum light induction in luxS cqsA deficient V. cholerae. V. cholerae BH1578 lux reporter, luminescence, 6 h. activation, % at 18.7 µM. hit rate 0.16% among 350,000. AID 588436; in the data active = activation mostly above about 9.7%, no sharp cut-off; also: not every result past the cut was called active; inactives centre near 0; reference of the scale not given here
Mtb BioA inh: blocks M. tuberculosis BioA enzyme activity; purified M. tuberculosis BioA enzyme, plate reader; hit rate 0.096% among 360,000; inhibition, % at 9.99 µM; in the data active = inhibition above about 40%
* marks the source's active call; other numbers are inactive results; i = inactive; . = no result given. These rows are one share of the data (hit frequency here may not be typical).

item | molecule | Rv3671c inh | VHR inh abs | Mtb BioA inh | BH1578 lux ind | SSB-PriA inh | SARS 3CLpro inh | MazEF act | GDH-TPI counter | FBA Mtb inh | UGM FP inh
1 | CC(C)c1c(C(=O)N/N=C/C=C/c2ccccc2)nnn1-c1nonc1N | 4 | 14 | 9.4 | i | . | 1 | 13 | 39* | -1 | -1.2
2 | COCCOC(=O)CSc1ncccc1-c1nc2cc(C)c(C)cc2[nH]1 | -5 | 7 | 0.8 | -0.4 | 8 | 0 | -9 | 29 | 30* | 3.0
3 | O=c1c(-c2ccnn2-c2ccc(F)cc2)cnc2n1CCS2 | 14 | -6 | -1.1 | -0.8 | -10 | 0 | -2 | 5 | 1 | -4.6
4 | CC1(c2nnc(-c3cccc(Cl)c3)o2)CC(c2cccc([N+](=O)[O-])c2)=NO1 (centres undefined) | 2 | -10 | 1.7 | -1.0 | 6 | -3 | 0 | -12 | 1 | -0.2
5 | N#Cc1c(-c2ccccc2)nc(SCC(=O)Nc2ccccc2F)[nH]c1=O | -3 | -14 | 1.0 | i | -1 | 2 | -5 | -7 | -1 | 3.2
6 | CC1=CC(C)(C)N2C(=O)C3(N=C(N)NC(Nc4ccccc4)=N3)c3cc(C)cc1c32 (centres undefined) | -5 | 3 | 3.6 | -0.4 | 11 | 2 | 3 | 2 | -3 | 3.5
7 | CCN(CC)S(=O)(=O)c1ccc(NC(=O)CSc2nnc(-c3ccc(F)cc3)o2)cc1 | -9 | 14 | 0.0 | i | -14 | 6 | -7 | 18 | 2 | -2.2
8 | COc1ccccc1Cc1nc(-c2ccncc2)no1 | -8 | 25 | . | -0.6 | -9 | 2 | 3 | -8 | 4 | -2.8
9 | O=[N+]([O-])c1ccc2nc(-c3ccncc3)[nH]c2c1 | -2 | 22 | . | -2.5 | -1 | 3 | -3 | 12 | -2 | -3.3
10 | COc1ccc(C2CC3(CC(C)(C)NC(=S)N3)Oc3cc(O)cc(C)c32)cc1 (centres undefined) | 7 | -2 | . | -1.7 | 21 | 2 | 2 | -1 | 1 | 1.0
11 | COc1cccc(N2C(=O)NC(=O)/C(=C/c3ccc([N+](=O)[O-])s3)C2=O)c1 | -32 | 1 | 2.2 | -0.2 | 12 | 1 | -18 | 7 | -2 | 4.6
12 | O=C(OCc1nc2ccccc2s1)c1ccc([N+](=O)[O-])o1 | -1 | 10 | -3.5 | 0.1 | -5 | -6 | -22 | 9 | -1 | 1.8
13 | O=C(Cc1ccccc1)NC(=S)Nc1cc(C(F)(F)F)ccc1Cl | 0 | 26 | 8.2 | -0.4 | -26 | 7 | -5 | 2 | -1 | 0.1
14 | CCn1cc(C(=O)N2CCc3ccccc3C2)c(=O)c2cc(S(=O)(=O)N3CCCCC3)ccc21 | 2 | 39 | . | . | . | -3 | . | . | . | 2.5
15 | CSc1ccccc1NC(=O)COC(=O)CCC(=O)c1ccc(F)cc1 | -5 | . | . | i | -5 | . | -7 | 14 | 1 | -1.4

Quoted from the listing.
entry 4 @ FBA Mtb inh = 1
entry 11 @ SSB-PriA inh = 12

Later entries.
item | molecule | Rv3671c inh | VHR inh abs | Mtb BioA inh | BH1578 lux ind | SSB-PriA inh | SARS 3CLpro inh | MazEF act | GDH-TPI counter | FBA Mtb inh | UGM FP inh
16 | C=CCn1c(=O)c(C(=O)Nc2ccccc2C(=O)OCC)c(O)c2ccccc21 | -3 | -9 | -0.4 | -0.5 | -12 | -8 | 5 | 17 | 2 | -0.9
17 | CNS(=O)(=O)c1ccc(OC)c(-c2nnc3c4ccccc4c(C)nn23)c1 | -7 | 8 | 4.1 | i | -1 | 1 | 6 | -9 | 3 | 1.9
18 | COc1ccccc1N1CCN(C(=S)Nc2ccc3nc(N4CCOCC4)cc(C)c3c2)CC1 | 0 | -38 | . | i | 16 | -2 | 9 | 11 | 11 | -1.3
19 | NC(=O)c1sc2nc3c(c(-c4ccco4)c2c1N)CCC3 | -3 | 21 | 3.9 | 0.9 | 1 | -16 | 12 | 0 | 1 | 0.0
20 | Cc1cccc(OCC(=O)N(Cc2nnc(-c3ccccc3Cl)o2)C2CC2)c1 | 3 | . | 2.9 | i | -3 | . | -2 | -1 | -1 | .
21 | O=C(NCC1CCCN(C(=O)c2cc(Cl)ccc2F)C1)c1ccc(F)cc1 (centres undefined) | -7 | -4 | -2.4 | -0.1 | -2 | -1 | 2 | 3 | 3 | 2.4
22 | Cc1ccc(S(=O)(=O)N2CCC(=O)N2)cc1 | 1 | 40 | -1.4 | -0.9 | 2 | 2 | -3 | -4 | -4 | 0.4
23 | COCC(=O)N(Cc1cc2cc(OC)ccc2[nH]c1=O)c1ccccc1OC | 1 | 7 | . | i | 2 | -6 | 2 | 7 | 19 | 0.7
24 | O=C(O)c1ccc(N/N=C/c2cc(Br)cs2)cc1 | 5 | -10 | -0.1 | i | . | 7 | -7 | 11 | 0 | -1.2
25 | CCOc1ccc(N/C=C/C(=O)c2ccccc2)c([N+](=O)[O-])c1 | 5 | 0 | . | -0.2 | . | -1 | -8 | 16 | -2 | 1.5
26 | COc1cccc(CN2CCC2(C)C(=O)Nc2ccc(Cl)c(Cl)c2)c1F (centres undefined) | . | . | -0.2 | -0.4 | . | . | . | 5 | -2 | .
27 | O=C(OCC(=O)N1N=C(c2ccc(Cl)cc2)CC1c1ccco1)c1cccnc1 (centres undefined) | -8 | . | 0.1 | i | 0 | . | -17 | 15 | 4 | -3.6
28 | CN(C)C(=O)CSc1nnc(CCN)o1 | -2 | 29 | . | i | -1 | 0 | -1 | -3 | 4 | -4.0
29 | COc1cc(CN2CCC(C(=O)N3CCCC(C)C3)CC2)cc(OC)c1O (centres undefined) | 10 | 16 | . | -1.2 | 0 | 8 | 2 | 7 | 1 | 1.5
30 | O=C1C2CCCCN2C(=O)N1CCCN1CCN(c2cccc(C(F)(F)F)c2)CC1 (centres undefined) | . | . | 1.3 | -0.6 | -1 | . | -4 | 3 | 1 | .

The listing continues:
item | molecule | Rv3671c inh | VHR inh abs | Mtb BioA inh | BH1578 lux ind | SSB-PriA inh | SARS 3CLpro inh | MazEF act | GDH-TPI counter | FBA Mtb inh | UGM FP inh
31 | Cc1nc(N)sc1C(=O)N1N=N1 | 0 | -5 | -0.8 | -0.7 | -3 | 1 | 5 | -9 | 1 | 0.9
32 | O=C(/C=C/Nc1ccc([N+](=O)[O-])cc1)c1ccc(Br)cc1 | -18 | -7 | -1.7 | -0.2 | . | 4 | 19 | 11 | 0 | -1.6
33 | C=CCn1cccc(C(=O)Nc2ccc(C)cc2)c1=O | -8 | 10 | -2.1 | -1.4 | -8 | 2 | -2 | 14 | -1 | -1.8
34 | COc1ccc(S(=O)(=O)N2CCC(C(=O)NCc3cccs3)CC2)cc1 | 2 | 6 | 0.1 | -0.3 | -5 | 5 | 2 | -8 | 0 | 1.0
35 | COc1ccc(-c2nnc(SCC(=O)N(Cc3ccccc3)C(C)(C)C)o2)cc1OC | -1 | -2 | -0.6 | . | -2 | 0 | 0 | 0 | 4 | 0.1
36 | O=C(/C=C/c1ccco1)Nc1ccccc1C(=O)O | -2 | 8 | -0.5 | 0.2 | -8 | -2 | 1 | 18 | -3 | 1.5
37 | CC(C)C(N)c1csc(Nc2ccc(S(C)(=O)=O)cc2)n1 (centres undefined) | . | . | 2.1 | i | . | . | . | 6 | -1 | .
38 | Cc1ccc(NC(=O)c2ccc(OCC3CCCO3)cc2)cc1 (centres undefined) | 3 | -11 | -1.3 | -0.2 | -3 | 1 | 0 | 4 | 4 | -0.6
39 | C=CCNC(=S)Nc1sc2c(c1C#N)CCCC2 | 8 | 18 | -0.4 | i | -3 | -2 | -8 | 20 | 2 | -0.3
40 | NS(=O)(=O)c1ccc(N=Nc2c(=O)[nH]n3c(=O)c4c([nH]c23)CCCC4)cc1 | 6 | -3 | 7.5 | -0.1 | -2 | 3 | -7 | 14 | -38 | -0.3
41 | CC1=NN(Cc2c(C)nn(Cc3ccccc3)c2C)C(C)(C)C1 | -6 | -6 | -1.1 | -0.4 | -4 | 0 | -3 | 10 | 1 | 0.3
42 | Nc1c(N(Cc2ccccc2)C(=O)COc2ccc(F)cc2Cl)c(=O)[nH]c(=O)n1Cc1ccccc1 | 0 | . | -1.4 | -3.7 | -7 | . | -7 | 5 | 6 | 1.8
43 | O=C(N/N=C/c1ccc([N+](=O)[O-])cc1)c1cc(-c2ccc3c(c2)OCO3)n[nH]1 | 6 | 18 | . | -0.4 | i | 1 | -10 | 19 | 3 | 1.3
44 | c1ccc2c(c1)Nc1cc3ccccc3cc1S2 | 8 | -2 | . | -0.3 | -3 | 2 | -3 | 9 | 7 | 0.5
45 | CCO[C@@H]1OC(C(=O)N2CCN(Cc3ccccc3)CC2)=C[C@H](c2ccc(Br)cc2)[C@H]1CCCO | -1 | 14 | 0.0 | -0.9 | 7 | 4 | 10 | -2 | -1 | -1.2

Retrieved by structure from the list above (five):
item | molecule | Rv3671c inh | VHR inh abs | Mtb BioA inh | BH1578 lux ind | SSB-PriA inh | SARS 3CLpro inh | MazEF act | GDH-TPI counter | FBA Mtb inh | UGM FP inh
9 | O=[N+]([O-])c1ccc2nc(-c3ccncc3)[nH]c2c1 | -2 | 22 | . | -2.5 | -1 | 3 | -3 | 12 | -2 | -3.3
23 | COCC(=O)N(Cc1cc2cc(OC)ccc2[nH]c1=O)c1ccccc1OC | 1 | 7 | . | i | 2 | -6 | 2 | 7 | 19 | 0.7
16 | C=CCn1c(=O)c(C(=O)Nc2ccccc2C(=O)OCC)c(O)c2ccccc21 | -3 | -9 | -0.4 | -0.5 | -12 | -8 | 5 | 17 | 2 | -0.9
6 | CC1=CC(C)(C)N2C(=O)C3(N=C(N)NC(Nc4ccccc4)=N3)c3cc(C)cc1c32 (centres undefined) | -5 | 3 | 3.6 | -0.4 | 11 | 2 | 3 | 2 | -3 | 3.5
44 | c1ccc2c(c1)Nc1cc3ccccc3cc1S2 | 8 | -2 | . | -0.3 | -3 | 2 | -3 | 9 | 7 | 0.5

(cont.)
item | molecule | Rv3671c inh | VHR inh abs | Mtb BioA inh | BH1578 lux ind | SSB-PriA inh | SARS 3CLpro inh | MazEF act | GDH-TPI counter | FBA Mtb inh | UGM FP inh
46 | COc1cc(CNc2ccc(C)c(C)c2)cc(OC)c1OC | 2 | 8 | 1.3 | i | -9 | -2 | -12 | 10 | 3 | 1.8
47 | Cc1csc(SCC(=O)NC(C)c2ccccc2)n1 (centres undefined) | 4 | 8 | . | -0.2 | -9 | 5 | 6 | -7 | 0 | 1.1
48 | Cn1cc(CCNC(=O)CC2C(=O)NCCN2Cc2cccc(Oc3ccccc3)c2)cn1 (centres undefined) | -2 | 30 | . | -0.2 | -1 | -1 | -11 | 1 | 1 | -2.1
49 | O=C(Cn1ccc2ccccc2c1=O)NCCC(=O)N1CCN(c2ccccc2)CC1 | 3 | 53* | -0.4 | -0.2 | -5 | 4 | 11 | 8 | 1 | 0.3
50 | COC(=O)c1c(NC(NC(C)=O)C(Cl)(Cl)Cl)sc2c1CCCC2 (centres undefined) | 4 | 4 | . | -0.3 | 4 | 3 | -7 | -3 | -3 | -1.3
51 | COc1ccc(S(=O)(=O)N2CCCC2c2cccs2)cc1 (centres undefined) | -4 | 27 | . | i | -7 | 2 | 4 | -9 | 3 | -0.7
52 | CCC1CN(C(=O)N2CCC(C(=O)NCc3ccccc3OC)CC2)c2cc(C)ccc2O1 (centres undefined) | 3 | 10 | -2.3 | i | 0 | 1 | 1 | 8 | 4 | -1.1
53 | COC(=O)c1cccc(C(=O)N2CCCC(C(=O)c3ccccc3OC)C2)c1 (centres undefined) | . | -17 | 0.0 | 0.5 | 8 | 0 | 1 | 3 | 0 | -3.1
54 | O=C(CSc1ccc2nnc(CCNC(=O)c3ccccc3)n2n1)Nc1ccccc1 | 5 | -30 | 2.9 | -0.4 | 15 | 0 | -7 | -24 | -3 | -1.3
55 | CCN(CC)CC(=O)c1c[nH]c2ccccc12 | -4 | 29 | -1.8 | i | 0 | -2 | 4 | -9 | 3 | -0.8
